Assay outcomes: PubChem BioAssay, National Center for Advancing Translational Sciences (NCATS)
USP2a inh – USP2a (human) protease inhibition. 330,000 compounds, 0.01% hits. O75604. USP2 core, Ub-CHOP2 coupled fluorogenic reporter, 485/531. Potency, µM (titrated, usually from 38.3 µM), without a hit: at the highest dose activity change, negative = inhibition, usual class: inhibitors;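 further: potency means the concentration at half of the fitted maximal effect; plate controls were DMSO wells for no effect and full inhibition by NEM control for full effect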
Target sequence (O75604 whole entry, looked up): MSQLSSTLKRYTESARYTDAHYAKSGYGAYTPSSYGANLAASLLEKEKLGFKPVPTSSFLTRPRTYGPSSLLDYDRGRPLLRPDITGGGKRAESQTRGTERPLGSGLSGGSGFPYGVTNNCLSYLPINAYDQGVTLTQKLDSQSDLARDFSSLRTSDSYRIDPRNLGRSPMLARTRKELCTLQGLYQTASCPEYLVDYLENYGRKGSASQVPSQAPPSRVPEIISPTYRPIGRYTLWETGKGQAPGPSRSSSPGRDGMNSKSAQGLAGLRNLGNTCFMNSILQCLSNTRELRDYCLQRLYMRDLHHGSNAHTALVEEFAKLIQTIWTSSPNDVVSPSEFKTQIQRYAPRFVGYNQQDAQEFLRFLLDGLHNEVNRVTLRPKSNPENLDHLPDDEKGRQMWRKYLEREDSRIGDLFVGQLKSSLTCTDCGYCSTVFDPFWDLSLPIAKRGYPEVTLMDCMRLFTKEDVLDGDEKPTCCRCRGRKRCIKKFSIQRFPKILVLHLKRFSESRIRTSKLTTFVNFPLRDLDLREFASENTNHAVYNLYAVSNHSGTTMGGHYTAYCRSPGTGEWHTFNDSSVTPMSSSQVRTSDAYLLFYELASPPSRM
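USP2 core (10nM final) preincubated 30min RT with compound in 20mM Tris-HCl pH 8.0, 2mM CaCl2, 2mM beta-mercaptoethanol, 0.05% CHAPS; 25nM Ub-CHOP2 plus 25nM reporter substrate added, fluorescence (Ex485/Em531) read after 60min.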
TSG101-PTAP inh – blocks PTAP/TSG101 interaction to inhibit HIV-1 budding | Q99816 | Fluorescence polarization, FITC-PTAP peptide / Tsg101 binding | Potency, µM (highest dose often 115 µM), inactives show at the highest dose activity change, negative = inhibition, most hits filed as inhibitors | 340,000 tested, under 10 active | AID 493005; active means well fitted inhibition curve with a large enough effect in the main read-out, with a control signal flat, not every such curve was filed as active; inconclusive means small, poorly fitted or top-dose-only effect, or effect the other way, or a change in a side signal; inactive means no such curve, though single readings can be large or run the other way; further: potency means the concentration at half of the fitted maximal effect; % of control where 0% means no effect
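Steps: Tsg101 binding domain dispensed (10 uM final), compounds pinned in DMSO, FITC-labeled PTAP-motif peptide added (50 nM final); after 20 min binding at room temperature, polarization measured.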
TSHR antagonist – blocks TSH signaling through the human TSH receptor | TSHR-expressing cells, TSH-stimulated cAMP HTRF, 2 h; hits give low values | P16473 | 330,000 compounds, 0.2% hits | AID 504810 | activity change, negative = inhibition, % at 11.5 µM;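 active means activity change below a set negative limit, meaning inhibition stronger than a set level, cut at about -70% in these data; inconclusive means activity change between two set negative limits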; further: on the % scale 0 is the no-effect control and ±100 the full control effect
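Freshly harvested TSHR cells receive pin-tooled compound, then EC80 TSH at 4nM final. After 2 hours at 37 deg C, antibody in lysis buffer and cAMP-d2 are added; 30 minutes at ambient temperature precede the HTRF read.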
Mito fusion yeast – inhibitors of mitochondrial division or activators of mitochondrial fusion | S. cerevisiae fusion-defective mutant growth rescue, CellTiterGlo 48 h | Potency, µM (highest dose often 46.1 µM), for the others: at the top dose growth rescue (activation), hits mostly activators | 320,000 compounds, 0.23% hits;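 further: potency means the concentration at half of the fitted maximal effect; % of control where 0% means no effect; nearly all actives have a fitted effect of over 45% in size; temperature-sensitive fusion mutants such as fzo1-1 at 37 °C on non-fermentable ethanol glycerol medium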
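Yeast fusion mutant, YPEG (non-fermentable carbon), compound, 48 h at 37C non-permissive; CellTiterGlo added, 10 min RT, luminescence read. Rescued growth = division inhibition.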
Tb PFK inh – blocks T. brucei phosphofructokinase. O15648. T. brucei PFK, ADP-Glo luminescence. Potency, µM (series often up to 57.5 µM), without a hit: at the highest dose activity, negative = inhibition, hits mostly inhibitors. 330,000 compounds, 0.17% hits;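 further: potency means the concentration at half of the fitted maximal effect; 0% = uninhibited 1x PFK enzyme wells and -100% = no-enzyme wells; nearly all actives have a fitted effect of over 60% in size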
Target sequence (O15648 whole entry, looked up): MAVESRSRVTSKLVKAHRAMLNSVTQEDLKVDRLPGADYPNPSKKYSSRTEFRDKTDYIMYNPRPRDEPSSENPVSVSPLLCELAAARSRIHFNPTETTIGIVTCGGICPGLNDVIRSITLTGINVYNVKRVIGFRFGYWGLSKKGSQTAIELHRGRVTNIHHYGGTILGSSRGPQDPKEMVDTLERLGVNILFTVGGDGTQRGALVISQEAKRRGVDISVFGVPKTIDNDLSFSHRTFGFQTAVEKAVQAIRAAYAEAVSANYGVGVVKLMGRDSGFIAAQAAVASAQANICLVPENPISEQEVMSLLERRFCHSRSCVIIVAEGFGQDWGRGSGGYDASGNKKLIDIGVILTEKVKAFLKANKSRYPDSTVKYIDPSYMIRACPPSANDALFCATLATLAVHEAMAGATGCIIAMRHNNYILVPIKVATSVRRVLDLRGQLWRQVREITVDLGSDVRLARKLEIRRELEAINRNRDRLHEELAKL
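Compounds were pin-transferred as a titration series up to 57 uM into substrate buffer (0.5 mM F6P, 0.1 mM ATP, pH 8.0), then 1.25 nM PFK was added and reactions ran 45 min before ADP-Glo detection.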
TCR activator – T cell receptor activation. primary human leukocytes, anti-CD3, IL-2 HTRF, 48 h. Potency, µM (highest dose often 9.22 µM), inactives show at the top dose activation of IL-2 secretion, actives largely listed as activators. 330,000 tested, under 10 active. AID 504894; further: % of control where 0% means no effect
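IL-2 produced over 48 hr by a-CD3 bead-stimulated primary human leukocytes exposed to compounds was detected with a homogeneous time-resolved FRET immunoassay, 665nm acceptor signal after 320nm excitation.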
Chronic BCR inh – inhibitors of chronic active B-cell receptor signaling; Potency, µM (top dose mostly 46.1 µM), for inactives: at the top dose ratio change, negative = lower green/red ratio, actives largely listed as inhibitors; ABC-DLBCL IkBa-CBG/CBR reporter, luminescence ratio, 4 h; 340,000 compounds, 0.05% hits; active means well fitted inhibition curve with a large enough effect in the signal ratio, with a control signal flat, not every such curve was filed as active; inconclusive means small, poorly fitted or top-dose-only effect, or effect the other way, or a change in a side signal; the % refers to the signal ratio;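 further: potency means the concentration at half of the fitted maximal effect; plate controls were basal doxycycline-induced cells for no effect and cells given 10 µM MG132 for full effect; MG132 reads +100%, hits lower the ratio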
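TMD8 ABC-DLBCL cells carrying doxycycline-inducible green luciferase fused to IkappaBalpha plus unfused red luciferase were exposed to compounds (up to 46 uM) for 4 hrs at 37C. Activity came from the overlap-corrected green/red luminescence ratio.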
Eya2 inh – blocks the phosphatase activity of human Eya2 | recombinant Eya2, OMFP fluorescence dephosphorylation (OMFP is methylfluorescein phosphate) | Potency, µM (series often up to 76.9 µM), inactives show top-dose activity, negative = inhibition, hits mostly inhibitors | 330,000 compounds, 0.006% hits; further: potency means the concentration at half of the fitted maximal effect; on the % scale 0 is the no-effect control and ±100 the full control effect
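Eya2 (0.2 uM) preincubated 10 min at ambient with compound, then OMFP substrate added at 50 uM; 10 min reaction in 50 mM HEPES pH 7.5, 50 mM NaCl, 5 uM MgCl2, 0.05% BSA, 1 mM DTT. Fluorescence read at Ex 485/Em 525 nm.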
uPA generation – inhibitors of cell surface uPA generation; 330,000 compounds, 0.31% hits; Potency, µM (top dose mostly 38.3 µM), without a hit: top-dose activity change, negative = inhibition, most hits filed as inhibitors; cell surface uPA generation assay, qHTS; active means well fitted inhibition curve with a large enough effect; inconclusive means small, poorly fitted or top-dose-only effect; inactive means no such curve, though single readings can be large or run the other way; tested in mouse RAW 264.7 cells; further: potency means the concentration at half of the fitted maximal effect; on the % scale 0 is the no-effect control and ±100 the full control effect; nearly all actives have a fitted effect of over 55% in size
ELG1 repair inh – inhibitors of ELG1-dependent DNA repair in HEK293T cells; AID 504467; Potency, µM (highest dose often 46.1 µM), inactives show top-dose activity change, negative = inhibition, actives largely listed as inhibitors; 330,000 compounds, 2.3% hits; HEK293T ELG1-luciferase reporter, luminescence, 16 h; DNA damage induced by 5-fluorouridine; further: potency means the concentration at half of the fitted maximal effect; on the % scale 0 is the no-effect control and ±100 the full control effect; nearly all actives have a fitted effect of over 55% in size
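Cells (2,000 per well) received 5-fluorouridine plus test compound or DMSO and were incubated 16 hr at 37 °C, 5% CO2. Luciferase activity was read by luminescence 30 min after ONE-Glo addition; signal suppression marked inhibition of damage-induced ELG1 function.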
B2AR arrestin – recruits beta-arrestin to the human beta2-adrenergic receptor; P07550; beta-arrestin recruitment to beta2AR, cell-based reporter; Potency, µM (highest dose often 46.1 µM), for the others: at the top dose activation, most hits filed as activators; 330,000 compounds, 0.02% hits; AID 492947;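 further: potency means the concentration at half of the fitted maximal effect; 0% = DMSO controls and full agonism = EC100 isoproterenol or metaproterenol; nearly all actives have a fitted effect of over 65% in size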
* hit, by the source's call; ? = inconclusive; · = no result given; [ ] = remark or other dose. Unless noted, the call rests on the fitted dose curve; in most records, active means well fitted curve in the direction sought with a large enough effect; inconclusive means small, poorly fitted or top-dose-only effect, or another doubt; inactive means no such curve, though single readings can be large; an effect the other way counts as inactive or inconclusive. Hits appear at their usual frequency. Share with any hit: about 3%.

mol | Chronic BCR inh | ELG1 repair inh | B2AR arrestin | Eya2 inh | TSHR antagonist | TCR activator | uPA generation | Mito fusion yeast | USP2a inh | Tb PFK inh | TSG101-PTAP inh
COc1ccc(C2=CC(=O)C=CC2=O)cc1 | ? | 2% | -0.4% | -15% | -43 | · | · | -8% | 10% | 6.7µM* | ·
CCOC(=O)c1ccc(N2C(=O)CC(N3CCC(Nc4ccc(F)cc4)CC3)C2=O)cc1 (configuration not stated) | 28% | ? | 0.0% | 14% | 1 | 0% | · | -5% | 4% | 4% | -7%
Cc1ccc(S(=O)(=O)N(C)c2ccc(OCC(=O)OCc3c(C)noc3C)cc2)cc1 | -21% | 22% | 0.4% | 11% | -13 | -1% | 4% | 5% | -4% | 7% | -7%
COc1ccc(C(C(=O)NC2CCCC2)N(C(=O)c2snc(-c3ccc(F)cc3)c2N)c2ccccc2)cc1 (configuration not stated) | ? | 21% | -0.7% | 11% | 1 | -2% | · | -24% | 3% | -1% | -1%
COc1cc(-c2nnc(SCC(=O)N(C)C3CCS(=O)(=O)C3)o2)cc(OC)c1OC (configuration not stated) | -16% | -2% | -1.1% | 5% | -4 | -4% | -1% | 9% | 8% | 1% | -3%
CCCn1c(=O)c2ccccc2n2c(=S)[nH]nc12 | 6% | 11% | -1.2% | -7% | -2 | 9% | 0% | 0% | -1% | -14% | -4%
CCCCn1c(N)c(N(CC(C)C)C(=O)c2ccncc2)c(=O)[nH]c1=O | 16% | ? | 0.0% | 20% | 10 | -1% | 11% | -5% | 0% | -5% | 0%
O=C(CNC(=O)[C@@H]1Cc2ccccc2CN1)NC1CCCCC1 | -15% | 23% | -0.8% | 6% | 4 | -3% | -5% | 10% | 2% | -10% | 3%
CC(OC(=O)/C(C#N)=C/c1ccc(N(C)C)cc1)C(=O)N(C)Cc1ccccc1 (configuration not stated) | ? | -11% | 0.3% | 3% | -11 | -3% | 3% | 2% | -9% | 5% | ?
COc1cc(S(=O)(=O)N(C)C)ccc1F | 4% | 7% | -0.1% | -10% | 10 | -3%[46.1 µM] | 5% | -3% | 0% | -1% | 5%
Cc1ccsc1C=Nc1c(C)n(C)n(-c2ccccc2)c1=O | 0% | -4% | -0.6% | 14% | 18 | -5% | · | -4% | 0% | -11% | -6%
Cc1ccc(CN2C(=O)CSC(C)C2=O)cc1 (configuration not stated) | 3% | 14% | -1.1% | -6% | 3 | 5% | 7% | -3% | -5% | -6% | -6%
O=C(Nc1ccc2c(c1)OCO2)NC1CCN(Cc2ccccc2)CC1 | -1% | ? | 0.2% | 7% | 2 | 6% | · | 4% | 2% | -2% | 0%
COCCN1CCN(C(=O)C2CCC(=O)N(CCc3ccccc3)C2)CC1 (configuration not stated) | 0% | -5% | -0.1% | 5% | 18 | 2% | 11% | 0% | 0% | -10% | ·
CCOC(=O)C1CCCCN1Cc1cccc(OC)c1OC (configuration not stated) | 0% | 2% | 1.0% | 4% | -9 | 4% | 1% | -1% | 10% | -7% | -8%
Cc1ccc(NC(=O)Cc2cn3ccsc3n2)nc1 | -1% | 5% | -1.0% | 9% | 1 | 2% | 1% | 1% | 3% | 10% | -2%
CCc1ccc(OCC(=O)NNC(=O)c2cnccn2)c(Br)c1 | -2% | -3% | -0.7% | -18% | -4 | -10% | ? | -1% | -1% | 2% | -3%
CC1CN(C(=O)Nc2ccc3snnc3c2)c2ccccc21 (configuration not stated) | ? | ? | -0.4% | 2% | -11 | -2% | -17% | ? | -2% | -7% | -2%
COc1cc(C(=O)NC(=S)Nc2ccc(NC(=O)c3ccco3)cc2)cc(OC)c1OC | ? | ? | -0.2% | 9% | 1 | -2%[46.1 µM] | -2% | 6% | 2% | -1% | 1%
Cc1ccc(N(CC#N)C(=O)CS(=O)(=O)c2cccc([N+](=O)[O-])c2)cc1 | 2% | -13% | -0.4% | 3% | -8 | -3% | -2% | -3% | -1% | -4% | -1%
Cn1cccc1/C=N/n1cnnc1 | ? | -3% | -0.2% | -1% | 16 | 9% | 1% | 3% | -1% | 6% | -1%
Cc1cc(C)c(NC(=O)COC(=O)Cn2nc(-c3ccccc3)oc2=O)c(C)c1 | 3% | 0% | -0.3% | 0% | · | 1% | 5% | · | 5% | 5% | -4%
COC(=O)C1=C(C(C)=O)C(c2ccc(C)cc2)n2nnnc2N1 (configuration not stated) | 8% | 0% | -0.2% | -6% | 12 | -5% | -9% | 0% | 2% | 6% | 1%
Cc1ccc(S(=O)(=O)N2CCC(C(=O)N3CCCC(C(F)(F)F)C3)CC2)cc1C (configuration not stated) | 4% | -12% | -0.1% | -11% | 3 | 5% | 1% | -24% | 2% | 14% | -10%
CCc1noc(C)c1C(=O)Nc1ccc(F)c(F)c1 | 2% | 13% | -0.2% | 3% | 19 | -6% | -1% | 4% | 1% | -14% | 0%

Compounds shown so far with a cyano group (2):
mol | Chronic BCR inh | ELG1 repair inh | B2AR arrestin | Eya2 inh | TSHR antagonist | TCR activator | uPA generation | Mito fusion yeast | USP2a inh | Tb PFK inh | TSG101-PTAP inh
CC(OC(=O)/C(C#N)=C/c1ccc(N(C)C)cc1)C(=O)N(C)Cc1ccccc1 (configuration not stated) | ? | -11% | 0.3% | 3% | -11 | -3% | 3% | 2% | -9% | 5% | ?
Cc1ccc(N(CC#N)C(=O)CS(=O)(=O)c2cccc([N+](=O)[O-])c2)cc1 | 2% | -13% | -0.4% | 3% | -8 | -3% | -2% | -3% | -1% | -4% | -1%

Next records.
mol | Chronic BCR inh | ELG1 repair inh | B2AR arrestin | Eya2 inh | TSHR antagonist | TCR activator | uPA generation | Mito fusion yeast | USP2a inh | Tb PFK inh | TSG101-PTAP inh
CCN1C(=O)/C(=C2\Sc3ccccc3N2CC)OC1=S | 9% | 7% | 0.3% | 0% | 3 | -6%[46.1 µM] | 1% | 4% | 1% | 0% | 2%
Cc1ccc(N=Cc2cc(Br)cc(Cl)c2O)cc1 | -16% | -4% | 0.4% | 3% | -1 | 3% | -1% | 4% | 2% | -10% | -2%
Cc1c(-c2ccccc2)sc2nc[nH]c(=S)c12 | 4% | 13% | 0.5% | -26% | -8 | · | -4% | 4% | 1% | -1% | -4%
Cc1ccc(OCC(=O)N(Cc2ccccc2)C(C)(C)C)c([N+](=O)[O-])n1 | 2% | 2% | 0.1% | -8% | -6 | 3%[46.1 µM] | 2% | -25% | 4% | -6% | -5%
O=C(COc1cccc([N+](=O)[O-])c1)N/N=C/c1ccco1 | 11% | -3% | -0.1% | 15% | -3 | -4% | 10% | -8% | -2% | 2% | -4%
COc1cccc(NC(=O)COc2coc(CN3CCN(c4ccccc4)CC3)cc2=O)c1 | 0% | -3% | -0.5% | 7% | -19 | -9% | -10% | 9% | -1% | -3% | -1%
CC(=O)c1ccc(Cc2ccccc2)cc1 | 2% | 26% | -0.2% | -13% | -10 | 7% | 3% | -6% | -1% | -15% | -4%
CC1(C)CC(=O)c2cn3ncnc3nc2C1 | -4% | 0% | -0.1% | 5% | 15 | 5% | · | -2% | 2% | -5% | -4%
CN1CCN(C(=O)/C(C#N)=C/c2ccc(F)cc2)CC1 | -2% | 12% | 0.3% | -3% | 16 | -31% | 4% | 6% | -1% | 0% | 0%
CC(C)Cc1nnc(NC(=O)CN2C(=O)NC3(CCCCC3)C2=O)s1 | -1% | 6% | -0.4% | -11% | -7 | -3% | -3% | -2% | -2% | 1% | -3%
CCO[C@@H]1OC(C(=O)N2CCN(Cc3ccccc3)CC2)=C[C@H](C)[C@H]1CCCO | 0% | 2% | -1.4% | 5% | 31 | -9% | -3% | -7% | -2% | -6% | -6%
COc1ccc(S(=O)(=O)N2CCC(O)(c3cccnc3)CC2)cc1OC | -4% | -5% | 0.2% | 0% | 1 | 7% | -3% | 9% | -1% | -1% | -2%
